GPR151 ag: activators of human GPR151; Q8TDV0; PathHunter beta-arrestin GPR151 cells, luminescence; activation, % at 11.2 µM; actives 1% (n = 650,000); in the data active = activation above about 4.9%;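 also: 0% = median of compound wells and 100% = cells with positive control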
FBW7 activator: activators of human E3 ligase FBW7; normalized activity (activation), % at 26.1 µM; actives 0.13% (n = 650,000); Q969H0; AlphaScreen FBW7–phospho-cyclin E peptide binding, activator screen; AID 1259310; in the data active = normalized activity above about 1.9%;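 also: purified mutant Fbw7 with reduced substrate affinity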
Target sequence (Q969H0 whole entry, looked up): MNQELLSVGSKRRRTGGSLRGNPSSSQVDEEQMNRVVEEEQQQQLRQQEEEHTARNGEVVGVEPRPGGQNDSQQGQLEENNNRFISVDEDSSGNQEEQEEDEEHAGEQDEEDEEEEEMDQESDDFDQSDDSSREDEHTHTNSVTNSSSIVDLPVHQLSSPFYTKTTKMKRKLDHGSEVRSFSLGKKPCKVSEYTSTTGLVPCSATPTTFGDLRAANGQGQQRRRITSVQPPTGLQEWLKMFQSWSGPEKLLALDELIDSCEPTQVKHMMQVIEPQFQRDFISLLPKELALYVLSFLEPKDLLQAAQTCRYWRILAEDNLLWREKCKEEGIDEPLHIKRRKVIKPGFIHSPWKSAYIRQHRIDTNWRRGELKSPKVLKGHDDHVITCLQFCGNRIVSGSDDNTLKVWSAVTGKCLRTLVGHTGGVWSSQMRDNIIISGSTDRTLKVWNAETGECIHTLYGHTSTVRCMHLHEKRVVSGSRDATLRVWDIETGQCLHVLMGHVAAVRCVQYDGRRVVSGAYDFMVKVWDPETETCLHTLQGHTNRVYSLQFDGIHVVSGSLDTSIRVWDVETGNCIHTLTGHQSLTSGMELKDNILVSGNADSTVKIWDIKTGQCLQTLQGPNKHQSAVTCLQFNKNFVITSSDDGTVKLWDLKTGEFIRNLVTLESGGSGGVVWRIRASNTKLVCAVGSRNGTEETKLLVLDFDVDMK
TEAD-YAP block: TEAD-YAP interaction inhibition; HEK-TIYL cells, TEAD-Gal4/YAP UAS-luciferase luminescence; inhibition, % at 9.12 µM; actives 1.4% (n = 640,000); in the data active = inhibition above about 32%;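 also: 0% = median of test compound wells and 100% = reference inhibitor wells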
MITF inh: blocks human microphthalmia-associated transcription factor | O75030 | actives 0.91% (n = 650,000) | AlphaScreen MITF homodimerization, bead proximity signal | inhibition, % at 2.6 µM; in the data active = inhibition above about 50%;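 also: 0% = vehicle wells with protein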
Starred values were filed as active, the others as inactive; & = joins results of further samples; ! = not active in a repeat.

Results follow in this order: GPR151 ag	FBW7 activator	TEAD-YAP block	MITF inh
O=C(c1ccco1)N1CCN(c2nc3ccccc3c(=O)n2-c2ccccc2)CC1
  0.4	-0.1	-16	-12
COc1ccccc1N1CCN(c2ncc(C(=O)N3CCC(C)CC3)c3ccccc23)CC1
  -0.1	-0.1	2	-1
CCNC(=S)NCCc1ccc(OC)cc1
  1.2	0.1	-6	-16
CCOC(=O)c1c(NC(=O)CSc2nnc(CNC(=O)c3cccs3)n2-c2ccc(OCC)cc2)sc2c1CCCC2
  -1.6	0.2	-3	10
CCOc1ccc(S(=O)(=O)Nc2cc(Cl)ccc2OC)c2cccnc12
  0.3	0.1	-17	12
CCN(CC)C1CCCCC1NS(=O)(=O)c1ccc(Cl)cc1 (stereo not drawn)
  0.3	-0.1	-1	1
COc1cc(NC(=O)c2cccc(-n3cc(NC(=O)Cc4cccc(N)c4)cn3)c2)cc(OC)c1OC
  0.7	-0.1	-5	7
O=c1c(C(c2ccc(O)cc2)c2c(O)nc3n(c2=O)CCCS3)c(O)nc2n1CCCS2
  -0.4	0.7	-2	2
COC(=O)C1(C(F)(F)F)N=C2C=C(C)C=CN2C(c2ccc(C)cc2)=N1 (stereo not drawn)
  3.5	-0.3	2	-3
Nc1cc([N+](=O)[O-])c2ccccc2c1NS(=O)(=O)c1ccccc1
  3.1	-0.2	11	-2
CCc1nnc(N2C(=O)c3ccc(C(=O)c4cccc([N+](=O)[O-])c4)cc3C2=O)s1
  2.8	-0.7	6	-19
COC(=O)C1CCN(Cc2ccc3c(c2)CN(C(=O)c2ccc(Cl)cc2)CCO3)CC1
  -1.3	0.0	-3	-6
COc1ccc(OC)c(NC(=O)CN2CCC(O)(c3cccnc3)CC2)c1
  0.2	-0.5	-5	2
C=Cn1c(Cc2ccc(-c3ccccc3)n2C=C)ccc1-c1ccccc1
  0.2	-0.1	-21	2
Cn1cnnc1Sc1ccc(C(=O)NNC(=O)COc2cccc(F)c2)cc1[N+](=O)[O-]
  -1.7	-0.1	6	5
O=C(Nc1ccc(Cl)c(C(F)(F)F)c1)c1ccc2c(=O)n(-c3ccc(F)c(Cl)c3)c(=S)[nH]c2c1
  0.1	0.1	2	17
COC(=O)Cc1c(C)c2ccc(OCC(=O)N3CCC(C)CC3)cc2oc1=O
  -1.0	-0.2	4	-16
Cc1nn(C)c(NN2C(=O)c3cccc4c(Cl)ccc(c34)C2=O)c1[N+](=O)[O-]
  0.7	0.6	24	2
c1cncc(-c2nc(NCc3ccco3)cc(-c3ccncc3)n2)c1
  -1.2	-0.5	13	11
CC(C)NC(=O)C1CCCN1C(=O)Nc1ccccc1F (stereo not drawn)
  1.0	0.0	9	5
CCc1c(C)nc(N2CCN(CC(=O)N3CCCC3)CC2)[nH]c1=O
  -0.1	0.1	2	5
CC(=O)c1cccc(N2C(=O)c3ccc(-c4nc5ccccc5c(=O)o4)cc3C2=O)c1
  -0.1	-0.1	-2	7
COC(=O)/C=C1\SC(=NC(=O)c2ccc(F)cc2)NC1=O
  0.7	-0.1	4	-3
CC(C)c1ccc(OCC(=O)Nc2ccc3c(c2)OCCO3)cc1
  0.8	-0.2	11	22
CC[C@@]1(O)C(=O)OCc2c1cc1n(c2=O)Cc2cc3c(CN(C)C)c(O)ccc3nc2-1
  -0.4&1.4&0.5	-0.2&-0.1&-0.2	12&-8&0	67*!
CS(=O)(=O)Nc1ccc(C(=O)/C=C/c2ccco2)cc1
  -0.8	-0.2	2	-3
O=C(c1cc(COc2c(F)cccc2F)on1)N1CCCCCC1
  -1.1	0.3	4	10
COC(=O)c1sccc1NC(=O)COc1ccc(Cl)cc1Cl
  0.8	0.3	-5	6
COCCNC(=O)c1nn2c(c1Br)NC(c1cccs1)CC2C(F)(F)F (stereo not drawn)
  1.2	0.1	-2	-3
O=c1oc2ccccc2cc1-c1nc2c(s1)CCCC2
  -2.1	0.6	19	6
O=C(CN1C(=O)NC2(CCCC2)C1=O)Nc1ccc(F)c([N+](=O)[O-])c1
  1.5	0.1	13	7
COc1ccc(C2/C(=C(/O)c3ccc(F)cc3)C(=O)C(=O)N2CCCCCC(=O)O)c(OC)c1 (stereo not drawn)
  1.5	-0.2	-10	-10
COc1ccccc1OCCSc1nc2ccc(N)cc2s1
  -0.6	-0.2	-5	4
Cc1cc(NC(=O)COC(=O)c2ccc(S(=O)(=O)C(F)F)cc2)no1
  -0.2	0.1	9	4
O=C(NC(=S)Nc1nc(-c2ccc(Cl)cc2)cs1)c1ccccc1F
  -0.9	1.0	-12	14
O=C(N/N=C/c1ccccc1F)C(=O)N/N=C/c1ccccc1F
  0.5	0.1	3	-9
Cc1cc(I)ccc1NC(=O)c1sc2ncn(CC(=O)N3CCCC(C)C3)c(=O)c2c1C (stereo not drawn)
  -0.7	0.1	2	7
CCOc1ccc(Cl)cc1/C=C1\NC(=O)N(CC(=O)Nc2ccccc2)C1=O
  -0.1	0.1	-1	-5
COc1cccc(C(=O)NNC(=O)c2ccc(O)c(O)c2)c1
  -2.5	-0.3	-9	6
CC(C)n1cnc2c(NCCOc3ccccc3)nc(-c3ccc(N4CCOCC4)nc3)nc21
  -0.7	-0.1	16	0

Reprinted at random: 5 records from the list.
Results follow in this order: GPR151 ag	FBW7 activator	TEAD-YAP block	MITF inh
CCc1c(C)nc(N2CCN(CC(=O)N3CCCC3)CC2)[nH]c1=O
  -0.1	0.1	2	5
Cn1cnnc1Sc1ccc(C(=O)NNC(=O)COc2cccc(F)c2)cc1[N+](=O)[O-]
  -1.7	-0.1	6	5
COc1cccc(C(=O)NNC(=O)c2ccc(O)c(O)c2)c1
  -2.5	-0.3	-9	6
CCNC(=S)NCCc1ccc(OC)cc1
  1.2	0.1	-6	-16
COC(=O)Cc1c(C)c2ccc(OCC(=O)N3CCC(C)CC3)cc2oc1=O
  -1.0	-0.2	4	-16

The results go on.
Results follow in this order: GPR151 ag	FBW7 activator	TEAD-YAP block	MITF inh
O=C(NC1CCCCC1)N1CCC2(CC1)OCc1ccccc1O2
  -0.4	0.1	12	-6
COc1ccc(C2CC(c3c(-c4ccccc4)c4cc(Br)ccc4[nH]c3=O)=NN2C(=O)C23CC4CC(CC(C4)C2)C3)cc1 (stereo not drawn)
  -0.4	-0.1	-9	-2
CCC(C)(C)NC(=O)/C=C/c1cccs1
  0.2	-0.1	-17	9
COc1cn2c(cc1=O)C(=O)N(CCNC(=O)c1cccc(C)c1)CC2
  0.3	-0.1	10	13
CC(=O)Nc1ccc(/C=C(\CCC(=O)O)c2nc3ccccc3s2)cc1
  -0.9	0.7	-2	18
CC(C)(C)C(=O)Oc1ccc2c(c1)O/C(=C\c1ccco1)C2=O
  -0.6	-0.3	6	0
Cc1[nH]c2ccc(S(N)(=O)=O)cc2c1C
  -0.4	-0.1	-7	-2
CCC(=O)Nc1ccc(S(=O)(=O)N2CCN(c3cc(N4CCCC4)ncn3)CC2)cc1
  0.8	-0.2	-6	-6
Cc1ccc(-c2csc(NC(=O)Cc3ccccc3)c2C(=O)O)cc1
  -1.0	-0.1	4	-8
CCc1sc(C(=O)NCc2ccccc2OC)cc1C
  5.5*	0.2	1	-4
Cc1cccc(-n2ncc3c(Nc4ccc5ccccc5c4)ncnc32)c1
  -1.7	0.2	4	11
CC1CCc2cccc3c2N1c1cc(C#N)c(C#N)cc1O3 (stereo not drawn)
  0.3	0.0	3	-6
Cc1cccc(NCN2C(=O)c3ccc([N+](=O)[O-])cc3C2=O)c1
  -1.4	-0.1	-20	14
COC(=O)c1ccc(SCC2CCCO2)c([N+](=O)[O-])c1 (stereo not drawn)
  1.8	-0.1	-20	4
COc1ccc(S(=O)(=O)N(CC(=O)NCC(O)c2ccccc2)c2ccc(C)cc2)cc1OC (stereo not drawn)
  -1.5	0.8	15	5
COc1cccc(CNC(=O)Cc2cn(C)c3ccccc23)c1
  -0.2	-0.3	-8	-11
COc1ccccc1CNC(=O)c1noc2c1COc1ccc(C)cc1-2
  -1.1	0.4	8	5
COC(=O)C1=CN(CCOC23CC4CC(CC(C4)C2)C3)C=C(C(=O)OC)C1c1ccc(OC(F)(F)F)cc1
  -0.2	0.0	-3	10
CCOc1ccc(NC(=O)CSC2=C(C#N)C(c3cccs3)CC(=O)N2)cc1 (stereo not drawn)
  -1.6	0.1	14	19
CSc1ncc(CN2CCC(CO)(CCc3ccccc3)CC2)cn1
  -1.7	0.0	2	-18

One compound at a time, as listed above. Order of screens: GPR151 ag, FBW7 activator, TEAD-YAP block, MITF inh
Listed for CSc1ncc(CN2CCC(CO)(CCc3ccccc3)CC2)cn1 : -1.7, 0.0, 2, -18
Listed for CCOc1ccc(NC(=O)CSC2=C(C#N)C(c3cccs3)CC(=O)N2)cc1 (stereo not drawn) : -1.6, 0.1, 14, 19

New compounds follow:
Results follow in this order: GPR151 ag	FBW7 activator	TEAD-YAP block	MITF inh
CCCN1C(=O)/C(=C/c2ccc(OC)c(O)c2)NC1=S
  0.5	0.3	8	10
O=C(NCCC1=CCCCC1)c1ccc(N2CC3CC(C2)c2cccc(=O)n2C3)c(NC(=O)c2ccc(F)cc2)c1 (stereo not drawn)
  1.1	0.0	4	0
Cc1ccc(-c2n[nH]c(=O)c3ccccc23)cc1S(=O)(=O)NCCO
  -0.2	-0.1	-3	17
O=C(c1ccc(-n2c(=S)[nH]c3ccccc3c2=O)cc1)N1CCN(c2ccccc2)CC1
  1.5	0.0	13	2
N/C(Cc1ccc(Cl)c(Cl)c1)=N\OC(=O)c1ccccc1F
  1.8	0.0	-10	-11
Cc1ccc(SCC(=O)O/N=C(\N)c2ccncc2)cc1
  -0.3	0.0	-12	-3
COc1cc(OC)c(/C=C2/NC(=O)N(Cc3ccccc3F)C2=O)c(OC)c1
  -1.4	0.0	-10	-2
c1ccc(CNc2nccc3c2c2ncnc(-c4ccccc4)c2n3Cc2ccccc2)cc1
  -0.1	-0.1	-27	14
O=C1C(=O)N(c2nncs2)C(c2ccc(Cl)cc2)/C1=C(\O)c1ccc(F)cc1 (stereo not drawn)
  -0.7	0.3	6	15
Cc1ccc(C(Nc2cccc(C)n2)c2ccc3cccnc3c2O)cc1 (stereo not drawn)
  -0.4	-1.0	76*	6
O=C(ONC1=NCCCCC1)c1ccc(Cl)cc1
  -0.8	-0.3	5	3
COc1ccc2c(c1)CC(C(=O)Nc1ccc(-c3cn[nH]c3)cc1OCc1cccs1)CO2 (stereo not drawn)
  -1.6	0.0	-14	10
COc1nsc2cc([N+](=O)[O-])ccc12
  -0.7	-0.1	3	10
O=C1NC(=S)N/C1=C/c1ccc(-c2ccc(Cl)c(C(=O)O)c2)o1
  -0.6	0.4	9	15
O=C(CN(C(=O)c1csnn1)C1CCCC1)NCCc1ccccc1
  1.0	0.0	1	9
CCOC(=O)C1CCN(c2c(NCCN3CCOCC3)c(=O)c2=O)CC1
  6.3*	0.3	1	10
O=C(COc1ccc(Cl)cc1)Nc1ccc(O)cc1C(=O)O
  -0.9	0.7	3	10
Cc1ccc(C)c(N(C)S(=O)(=O)c2ccc3c(c2)CCN3C(=O)CCC(=O)O)c1
  -0.5	-0.1	1	-17
COCCNC(=O)c1ccc(CN2CCC(Cc3ccccc3)CC2)cc1
  5.0*	-0.1	11	-16
COc1ccc2oc(=Nc3ccc(C(F)(F)F)cc3)c(C(=O)NC(C)=O)cc2c1
  0.2	0.0	-7	-12
COCC(=O)N1CCC(Oc2ccc(C(=O)NCCCN3CCCC3=O)cc2)CC1
  -1.0	-0.1	-1	13
O=C(Nc1ccc(NC(=O)c2cccs2)cc1)c1ccc(Br)o1
  0.0	0.1	-13	-41
O=C(Nc1cccc(Cl)c1)C1C2C=CC3(O2)C1C(=O)N(CCc1ccccc1Cl)C3C(=O)NC1CCCCC1 (stereo not drawn)
  -1.6	-0.1	0	-36
Cc1nc(NCc2ccccn2)c2c3c(sc2n1)CCC3
  -1.2	0.2	-6	19
COC(=O)c1ccc(NC(=O)CCc2nc3cccnc3n2-c2ccccc2)cc1
  -0.6	0.0	-2	-20
CCCN1CCN(Cc2ccc(C(=O)NC34CC5CC(CC(C5)C3)C4)c(=O)[nH]2)CC1
  -0.3	0.0	-1	7
CCC(C)OC(=O)C1=C(C)NC(=O)NC1c1ccccc1Cl (stereo not drawn)
  2.6	-0.1	-2	6
Cc1cccc(N=Cc2nc(-c3ccccc3Br)oc2O)c1
  -0.2	-0.1	-48	17
C=CCOc1ccccc1CN1CCc2nnc(CCNC(=O)C3CCC3)n2CC1
  -0.1	0.0	-13	16
NNC(=O)c1ccc(CN2C(=O)c3cccc4cccc2c34)cc1
  0.3	0.0	-10	-5
COc1ccc(-c2noc(-c3ccc([N+](=O)[O-])cc3Cl)n2)cc1
  -2.0	0.1	1	-2
CCOc1ccc(S(=O)(=O)N(CC(=O)N2CCCCCC2)c2ccc(C)cc2)cc1
  1.9	0.5	5	17
COc1ccc(C2=N/C(=C/c3ccc(F)cc3)C(=O)O2)cc1Br
  -0.9	0.2	2	-10
OCCC#Cc1ccc(CN2CCN(Cc3ccccc3)C(CCO)C2)cc1 (stereo not drawn)
  -0.8	-0.1	-9	-5
Cc1ccc(C2CC(C(F)(F)F)n3nc(C(=O)Nc4c(C)n(C)n(-c5ccccc5)c4=O)c(Cl)c3N2)cc1 (stereo not drawn)
  0.0	0.0	2	-3
Cc1ccc(NC(=O)CCc2nnc3ccc(N4CCN(C5CCCCC5)CC4)nn23)cc1
  1.2	-0.3	1	-1
CCOc1ccc(NC(=O)CC2SC(N)=NC2=O)cc1 (stereo not drawn)
  0.4	-0.1	0	9

High-throughput results deposited in PubChem BioAssay by The Scripps Research Institute Molecular Screening Center.
